MrgX1 PAM: allosterically activates human MrgX1 receptor signaling. B-score at 10 µM. Q96LB2. MrgX1-HEK293, Fluo-4 calcium flux, FDSS; hits give high values. hit rate 0.63% among 310,000. AID 588675;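 active means plate-corrected calcium response at least 3 library SD above typical, normal starting fluorescence, not activating the receptor alone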;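 further: compound read alongside a low EC10 to EC30 dose of BAM8-22 agonist; peak minus trough fluorescence over baseline measured at the second addition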
Target sequence (Q96LB2 whole entry, looked up): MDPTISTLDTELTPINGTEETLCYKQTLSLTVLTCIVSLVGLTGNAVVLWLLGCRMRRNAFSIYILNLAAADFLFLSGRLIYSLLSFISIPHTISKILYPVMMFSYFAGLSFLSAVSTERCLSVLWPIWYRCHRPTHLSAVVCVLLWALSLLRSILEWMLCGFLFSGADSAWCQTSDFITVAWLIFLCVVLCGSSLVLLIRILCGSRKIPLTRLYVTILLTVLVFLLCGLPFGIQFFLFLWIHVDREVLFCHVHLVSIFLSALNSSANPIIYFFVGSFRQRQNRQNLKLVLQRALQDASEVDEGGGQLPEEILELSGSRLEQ
RGS4 act: RGS4 potentiation or activation | HEK293 M3R/inducible RGS4, carbachol calcium flux Fluo4; hits give low values | B-score at 10 µM | hit rate 0.92% among 310,000;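 active means B-score of the integrated calcium signal more than 4 SD below the library mean, with starting fluorescence not abnormally high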;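 further: negative B-score means reduced calcium response which marks RGS4 activation or potentiation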
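Test system: HEK293 cells with stable M3R and inducible RGS4; also added: carbachol at ECmax as muscarinic agonist stimulus; schedule: dye loading 30 min 37 °C, buffer rest 30 min RT; technique: kinetic calcium fluorescence imaging with Fluo4-AM dye, 2 µM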
TRPC6 inhibitor: inhibitors of mouse TRPC6 channel | B-score at 10 µM | hit rate 1.1% among 310,000 | AID 2553 | Q61143 | HEK293-TRPC6, membrane potential dye, ACh-evoked depolarization; hits give low values;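 active means B-score under library mean minus 3 SD, initial fluorescence not abnormally high, positive integrated signal ratio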;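 further: B-score derived from integrated fluorescence ratio over the kinetic read; more negative B-score means stronger inhibition of depolarization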
HDAC3 inhib: blocks human histone deacetylase 3; inhibition, % at 8.3 µM; recombinant HDAC3, fluorogenic peptide/trypsin coupled, fluorescence; hit rate 0.15% among 320,000; AID 2718; in the data active means inhibition above about 26%, passing the limit was not always enough
Target sequence (O15379 whole entry, looked up): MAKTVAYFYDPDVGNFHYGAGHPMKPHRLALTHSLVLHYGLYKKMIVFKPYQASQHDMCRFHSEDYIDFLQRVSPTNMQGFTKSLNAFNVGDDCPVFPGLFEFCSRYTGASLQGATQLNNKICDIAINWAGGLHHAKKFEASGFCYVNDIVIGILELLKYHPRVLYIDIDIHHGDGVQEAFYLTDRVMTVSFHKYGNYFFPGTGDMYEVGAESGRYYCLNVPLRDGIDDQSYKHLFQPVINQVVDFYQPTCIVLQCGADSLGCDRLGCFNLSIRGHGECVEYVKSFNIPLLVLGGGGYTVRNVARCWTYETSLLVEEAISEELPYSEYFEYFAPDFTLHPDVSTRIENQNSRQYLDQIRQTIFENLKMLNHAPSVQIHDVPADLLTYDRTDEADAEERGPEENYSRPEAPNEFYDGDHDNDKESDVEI
MrgX1 antagonist: human MrgX1 receptor antagonism, primary screen | MRGX1-HEK293 calcium flux, Fluo-4, BAM8-22 antagonism; hits give low values | AID 588676 | B-score at 10 µM | Q96LB2 | hit rate 1.3% among 310,000;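 active means calcium-response B-score plate-corrected more than 3 library SD below zero, starting fluorescence within 5 deviations, no agonist response on first addition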;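 further: peak minus trough fluorescence over baseline after final BAM8-22 challenge near maximal dose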
ANO1 block: mouse TMEM16A channel inhibition, primary screen. normalized B-score (activity score, 25-100; higher = stronger inhibition) at 10 µM. HEK293 TMEM16A/YFP iodide influx fluorescence, ionomycin. hit rate 1.2% among 310,000. AID 588511;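 active means ratio plate-corrected score three or more library SD toward inhibition, starting fluorescence score within five deviations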;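 further: score derived from kinetic fluorescence span divided by baseline fluorescence per well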
SKKanGAS inh: inhibitors of SKKanGAS S. pyogenes growth in kanamycin (SK-promoter or general growth effect). AID 1662. BacTiter-Glo, 6 h. hit rate 1.3% among 300,000. inhibition, % at 7.5 µM;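 active means mean replicate score, as percent of positive control median, at least 50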;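 further: strain carries kanamycin resistance gene driven by streptokinase promoter and grows in 40 µg/ml kanamycin; loss of luminescence reflects streptokinase promoter inhibition or plain growth inhibition; 0% = median of DMSO wells and 100% = positive control at its reference dose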
ANO1 activ: mouse TMEM16A channel activation, primary screen | AID 623877 | HEK293 TMEM16A/YFP-H148Q/I152L, iodide quench fluorescence; hits give low values | B-score at 10 µM | hit rate 0.3% among 340,000 | Q8BHY3;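 active means fluorescence-ratio B-score plate-corrected deviation score at least 3 library SD below zero, with starting fluorescence score within 5 deviations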;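 further: channel opened by trigger with iodide after compound preincubation; score built on the fluorescence ratio of max minus min over baseline; more negative score means more quench and so TMEM16A activation or potentiation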
TRPC6 act: activators of mouse TRPC6 channel. Q61143. HEK293-TRPC6 membrane potential dye fluorescence; hits give high values. B-score at 10 µM. hit rate 0.13% among 310,000. AID 2550;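 active means B-score of the integrated fluorescence ratio above library mean plus 3 SD, and starting fluorescence ratio within library mean plus 5 SD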;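 further: higher score means more depolarization so channel activation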
RGS4 block: human RGS4 inhibition; P49798; HEK293 M3R/RGS4 inducible, Fluo-4 calcium flux; hits give high values; triggered by carbachol at its EC20; B-score at 10 µM; hit rate 0.45% among 310,000;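 active means B-score, a plate-corrected calcium signal, over three deviations above library mean, with baseline fluorescence within five deviations of library mean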;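 further: RGS4 expression induced by doxycycline in cells with stable M3 receptor; B-score is computed from the integrated fluorescence ratio over baseline after carbachol; higher B-score means a larger calcium signal and so more RGS4 inhibition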
Target sequence (P49798 whole entry, looked up): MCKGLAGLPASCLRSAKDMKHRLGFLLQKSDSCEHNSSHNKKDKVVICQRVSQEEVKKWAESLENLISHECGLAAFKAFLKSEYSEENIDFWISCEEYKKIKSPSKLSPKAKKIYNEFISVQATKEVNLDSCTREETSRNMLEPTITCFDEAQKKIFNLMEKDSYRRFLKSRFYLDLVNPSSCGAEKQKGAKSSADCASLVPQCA
MrgX1 agonist: activates human MrgX1 receptor signaling; Q96LB2; MrgX1-HEK293 cells, Fluo-4 calcium fluorescence, agonist mode; hits give high values; B-score at 10 µM; hit rate 0.44% among 310,000;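 active means calcium response B-score plate-corrected fluorescence ratio at least 3 library SD, with starting fluorescence B-score inside 5 SD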
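Assay system: stable human MrgX1 HEK293 cell line. Quantity: 15,000 cells per well. Schedule: cells plated overnight, dye loaded 0.5 h 37 °C, 0.5 h room temperature. Detection: Fluo-4 NW calcium-flux fluorescence, kinetic read. Read-out basis: peak-minus-minimum fluorescence over baseline, converted to B scores. Control set: positive and negative control wells on each plate.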
An asterisk follows results filed as active; i = inactive; . = no result given.

SMILES	MrgX1 PAM	RGS4 act	TRPC6 inhibitor	HDAC3 inhib	MrgX1 antagonist	ANO1 block	SKKanGAS inh	ANO1 activ	TRPC6 act	RGS4 block	MrgX1 agonist
CCOC(=O)CNC(=O)c1sc(NC(=O)/C=C/c2ccccc2)nc1C	i	i	i	2.6	i	i	-6.4	i	i	i	i
CCOC(=O)Cc1nc2ccccc2o1	i	i	i	-0.5	i	i	-5.8	.	i	i	i
Cc1cccn2c(=O)c(/C=N/O)c(N3CCCCC3)nc12	i	i	i	-0.4	i	i	10.7	i	i	i	i
CCOC(=O)C1=C(C)N[C@@]2(O)c3ccccc3C(=O)[C@@]12O	i	i	i	-0.2	i	i	2.2	i	i	i	i
CCOc1ccccc1NC(=O)COn1nnc2ccccc21	i	i	i	-1.4	i	i	-1.9	i	i	i	i
COc1ccc(OC(=O)CN2C(=O)C3C4CCC(C4)C3C2=O)cc1 (stereo not drawn)	i	i	i	-4.1	i	i	-8.8	i	i	i	i
CC1S/C(=N/N=C/c2ccco2)N(Cc2ccccc2)C1=O (stereo not drawn)	8*	i	i	10.2	i	i	6.1	i	i	i	i
CC(/C=C/c1ccccc1)=N\NC(=O)CNC(=O)c1ccccc1Cl	i	i	i	6.0	i	i	-7.1	i	i	i	i
CC1CCN(CC(=O)N2CCCc3c2c(=O)oc2ccc(OCc4ccccc4)cc32)CC1	i	i	i	-0.3	i	i	-1.4	i	i	i	i
CCOC(=O)C1CCCN(S(=O)(=O)c2cc(OCC(=O)NC3CCCCC3)c(C)cc2Cl)C1 (stereo not drawn)	i	i	i	-1.0	i	i	-4.5	i	i	i	i
Cc1ccc(-c2nc3ccccc3c(=O)n2O)cc1	i	i	i	-2.1	i	i	15.5	i	i	i	i
O=C(NCc1ccccn1)c1ccc(NC(=O)c2ccco2)cc1	i	i	i	0.5	i	i	3.1	i	i	i	i
CC1CCCCC1NC(=O)NC(=O)CCl (stereo not drawn)	i	i	i	-3.8	i	i	-9.9	i	i	i	i
CCC(=O)Nc1nc(C)c(C(=O)NC2CCCCC2)s1	i	i	i	-8.5	i	i	-0.2	i	i	i	i
CCCn1c(C)cc(/C=C(\C#N)C(=O)OCC(=O)Nc2ccc(OC)c(Cl)c2)c1C	i	i	i	1.1	i	i	11.5	i	i	i	i
COc1ccc(NC(=O)C(=O)c2cn(CC(=O)N3CCOCC3)c3ccccc23)cc1OC	i	i	i	7.1	i	i	4.4	i	i	i	i
S=C(Nc1ccccc1)N1CCOCC1	i	i	i	-1.7	i	i	4.3	i	i	i	i
O=C(Nc1ccc(OC(F)F)cc1)c1cc(S(=O)(=O)N2CCOCC2)ccc1F	i	i	i	-4.3	i	i	-13.0	i	i	i	i
CN(C)CCn1c(=N)n(CC(O)c2ccc(Cl)c(Cl)c2)c2ccccc21 (stereo not drawn)	i	i	-5.31*	-2.1	i	i	-4.8	i	i	i	i
COC(=O)c1cc(C(=O)OC)n(Cc2ccc(Cl)cc2Cl)n1	i	i	i	-0.1	i	i	2.0	i	i	i	i
Cc1ccccc1OCC1Cn2c(nc3c2c(=O)[nH]c(=O)n3C)O1 (stereo not drawn)	i	i	i	-3.8	i	i	4.0	i	i	i	i
Cc1cc(NC(=O)Cc2ccccc2)c2ccccc2n1	i	i	i	2.8	i	25*	-18.4	i	i	i	i
CC(=O)N1CC(C)Sc2ccc(S(=O)(=O)NCc3ccc(F)cc3)cc21 (stereo not drawn)	i	i	i	9.0	i	i	-4.7	i	i	i	i
CCOC(=O)C1=C(N)c2ccccc2CC1C1CCCC1 (stereo not drawn)	i	i	i	10.6	i	i	55.3*	i	i	i	i
CCn1c(SCC(=O)NCc2ccco2)nnc1-c1ccncc1	i	i	i	-1.4	i	i	0.6	.	i	i	i
CCC(Sc1ccccn1)C(=O)Nc1nnc(C)s1 (stereo not drawn)	i	i	i	-0.6	i	i	-1.2	i	i	i	i
Cc1nc2ccc(NC(=O)c3cc([N+](=O)[O-])cc([N+](=O)[O-])c3Cl)cc2s1	i	.	.	5.3	i	i	.	-5.71*	.	.	i
COC(=O)c1cccc(Nc2ncnc3sccc23)c1	i	i	i	8.5	-4.52*	100*	6.1	i	i	i	i
O/N=C(/CCc1ccccc1)C1(O)CCCCC1	i	i	i	0.9	i	i	3.6	i	i	i	i
O=C(CCl)N(Cc1cccc([N+](=O)[O-])c1)c1cccc(Cl)c1	.	i	i	.	.	.	-0.7	i	i	i	.
COc1ccccc1CNc1ncnc2c1cnn2-c1ccccc1	i	i	i	3.0	i	i	5.9	i	i	i	i
COCCn1c(C)cc(C2=NNC(=NC3CC3)SC2)c1C	i	i	i	2.0	i	i	7.1	i	i	i	i
O=[N+]([O-])c1ccc(N2CCN(CCO)CC2)c2ncccc12	i	i	i	.	i	i	-4.5	i	i	i	i
Cc1ccc(NC(=O)/C(C#N)=C/c2cccs2)c(C)c1	i	.	.	1.8	i	i	1.2	i	.	.	i
COC(=O)CN1C(=O)C(C)(C)Oc2ccc(C(=O)Nc3ccccc3F)cc21	i	i	i	1.5	i	i	-0.9	i	i	i	i
CCOc1ccc(-c2nc(CSc3nnc(N)s3)cs2)cc1	i	i	i	-2.2	i	i	0.6	i	i	i	i
O=S(=O)(Nc1cccc(-c2cn3c(n2)SCC3)c1)c1ccccc1F	i	i	i	0.1	i	i	-0.9	i	i	i	i
O=C1C2C3C=CC(C2C(=O)N1CCCO)C1C2C(=O)N(CCCO)C(=O)C2C31 (stereo not drawn)	i	i	i	1.2	i	i	10.1	i	i	i	i
O=C(CSCc1ccco1)c1ccc(Cl)s1	i	i	i	90.2*	i	i	8.5	.	i	i	i
Cc1oc(-c2ccccc2F)nc1CS(=O)(=O)CC(=O)NCc1ccccc1Cl	i	i	i	0.7	i	i	4.2	i	i	i	i
CCCCCc1c(C)nc(Nc2ccccc2)[nH]c1=O	i	i	i	14.2	i	i	2.4	i	i	i	i
O=C(O)c1ccccc1N1C(=O)C2C3c4ccccc4C(Br)(c4ccccc43)C2C1=O (stereo not drawn)	i	i	i	3.9	i	i	-3.3	i	i	i	i
Cc1nc2ccccn2c1C(=O)N/N=C/c1ccccc1	i	i	i	6.4	i	i	1.4	i	i	i	i
O=C1CCC(C(=O)Nc2ccccc2N2CCCC2)=NN1	i	i	i	3.2	i	i	-0.6	i	i	i	i
CC(C)c1ccccc1NC(=O)c1ccco1	i	i	i	-3.0	i	i	-3.3	i	i	i	i
O=C(NCc1nc2ccccc2[nH]1)C1=C[C@@H](C2CCCCC2)C[C@@H](OCCCCO)O1	i	i	i	3.3	i	i	-4.6	i	i	i	i
Cc1ccc(NS(=O)(=O)c2cccc(C(=O)N3CCOCC3)c2)cc1	i	i	i	-1.8	i	i	-3.6	i	i	i	i
CCCC(=O)NC(c1ccc(OC)cc1)c1ccc2cccnc2c1O (stereo not drawn)	i	i	i	2.7	i	i	11.5	i	i	i	i
COc1cccc(NC(=O)C2CCCN(S(C)(=O)=O)C2)c1 (stereo not drawn)	i	i	i	-1.6	i	i	-4.6	i	i	i	i
Cc1ccc(S(=O)(=O)N2CCN(S(=O)(=O)N3CCCCC3)CC2)cc1C	i	i	i	3.4	i	i	-1.2	i	i	i	i

(continued)
SMILES	MrgX1 PAM	RGS4 act	TRPC6 inhibitor	HDAC3 inhib	MrgX1 antagonist	ANO1 block	SKKanGAS inh	ANO1 activ	TRPC6 act	RGS4 block	MrgX1 agonist
Cc1ccccc1Nc1ccc([N+](=O)[O-])cn1	i	i	i	0.1	i	i	-1.1	i	i	i	i
COc1cc(-c2noc(C)c2C(=O)NCCO)cc(OC)c1OC	i	i	i	-17.8	i	i	1.8	i	i	i	i
CCOc1ccc(NC(=O)CSc2cn[nH]n2)cc1	i	i	i	.	i	i	26.6	i	i	i	i
O=C(NCCSCc1ccc(Cl)cc1Cl)c1ccc(CN2CCOCC2)cc1	i	i	i	3.2	i	i	3.6	i	i	i	i
COC(=O)c1ccc(C23CC4(C2)[C@H](CN(Cc2ccc(-c5ccccc5)cc2)[C@@H]4c2ccccc2)C3c2ccc(Cl)nc2)cc1 (stereo partly drawn)	i	i	i	-1.5	i	i	11.4	.	i	i	i
COCCNC(=O)C(=O)c1c(-c2ccccc2)[nH]c2ccccc12	i	i	i	6.8	i	i	-7.9	i	i	i	i
Cc1nc(C(F)(F)F)nc(Nc2ccc(Br)cc2)c1C#N	i	i	i	-13.6	i	i	-1.5	i	i	i	i
O=C(O)c1cc(-c2cccs2)[nH]n1	i	i	i	-4.2	i	i	-4.5	i	i	i	i
COc1ccc(C(=O)/C=C/Nc2c(C)n(C)n(-c3ccccc3)c2=O)c(OC)c1	i	i	i	-3.9	i	i	1.2	i	i	i	i
Cc1nc(SCc2cccc(C(=O)O)c2)nc2c1CCCC2	i	i	i	5.4	i	i	7.3	i	i	i	i
CCc1ccc(-c2nc(CN3CCCC(C(=O)NCCc4ccc(OC)c(OC)c4)C3)c(C)o2)cc1 (stereo not drawn)	i	i	i	-1.7	i	i	-2.7	i	i	i	i
CCOC(=O)N1CCN(C(=O)Cn2c(C)cc3ccccc3c2=O)CC1	i	i	i	9.6	i	i	-1.6	i	i	i	i
O=C(O/N=C1\CCS(=O)(=O)c2sccc21)c1ccccc1	i	i	i	3.1	i	i	-1.0	i	i	i	i
O=C(CN1CCCCCCC1)N/N=C/c1ccc([N+](=O)[O-])o1	i	i	i	3.6	i	i	4.7	i	i	i	i
CCCCC(=O)Nc1nnc(C2=COCCO2)o1	i	i	i	3.4	i	i	-5.2	i	i	i	i
CCN1CCCC1CN(Cc1cc2cc(OC)ccc2[nH]c1=O)C(=O)NCc1ccccc1 (stereo not drawn)	i	i	i	1.1	i	i	-4.2	.	i	i	i
COc1ccc(-n2nnnc2SCC(=O)N2CCCC2)cc1OC	i	i	i	3.1	i	i	-4.2	i	i	i	i
Cc1ccccc1NC(=O)CSc1nc2ccccc2c(=O)n1C	i	i	i	-1.2	i	i	5.2	i	i	i	i
CCc1ccc(CN(C)C(=O)c2cc(COc3ccc(OC)cc3Cl)on2)nc1	i	i	i	-3.8	i	i	-6.6	i	i	i	i
CC1=CC(C)(C)n2c(O)c(N=N)c3c(C)c(C)cc1c32	i	i	i	13.7	i	i	67.7*	i	i	i	i
CCC(=O)Nc1ccc(C(=O)Nc2cccnc2)cc1	i	i	i	4.0	i	i	3.0	i	i	i	i
Cc1ccc(-n2c(N)c(C(N)=O)sc2=S)cc1	i	i	i	8.0	i	i	9.3	i	i	i	i
CCN(CC)S(=O)(=O)c1ccc(N2CCOCC2)c(NC(=O)c2cc(-c3ccccn3)nc3ccccc23)c1	.	i	i	.	.	.	12.3	i	i	i	.
